HCMV inh = inhibitors of human cytomegalovirus; HFF cells, HCMV-luciferase reporter, 72 h; hits give low values; activity change, negative = inhibition, % at 57.5 µM; 4.5% of 410,000 active; in the data active = activity change below about -60%; inconclusive = no clear call, values can overlap the other calls; inactive = above about -39%
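Cell-based, HFFs, 1000 cells/well, 16 h 37C; cpds in DMSO + HCMV-luc, MOI 1 PFU/cell; 72 h 37C; OneGlo luminescence after 5 min RT; norm. to buffer vs Salinomycin 10uM.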
AmpC detergent = blocks E. coli AmpC beta-lactamase in detergent assay; P00811; AmpC hydrolysis of nitrocefin, absorbance 480 nm, 0.01% Triton; Potency, µM (titrated, usually from 114 µM), without a hit: top-dose activity change, negative = inhibition, actives largely listed as inhibitors; 0.041% of 370,000 active;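 also: potency is read from the fitted curve at half-maximal effect; 0% = no-compound wells and -100% = no-enzyme wells; nearly all actives have a fitted effect of over 25% in size; some results filed as inactive show a strong effect at the top dose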
Target sequence (P00811 whole entry, looked up): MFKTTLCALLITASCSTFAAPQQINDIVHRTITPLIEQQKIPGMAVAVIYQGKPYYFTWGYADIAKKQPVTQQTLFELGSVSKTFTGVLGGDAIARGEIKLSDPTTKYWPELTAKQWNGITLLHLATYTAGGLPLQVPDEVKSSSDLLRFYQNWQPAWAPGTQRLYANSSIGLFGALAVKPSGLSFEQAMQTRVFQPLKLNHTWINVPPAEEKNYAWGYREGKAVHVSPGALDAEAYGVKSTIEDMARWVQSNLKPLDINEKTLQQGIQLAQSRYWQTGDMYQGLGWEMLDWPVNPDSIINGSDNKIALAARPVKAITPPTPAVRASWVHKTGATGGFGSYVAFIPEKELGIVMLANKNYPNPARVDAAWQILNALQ
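AmpC (5.3 nM in the dispensed reagent) in 20 mM phosphate pH 7.0 with 0.01% (detergent screen) or 0.0001% Triton X-100 was preincubated with compounds for 15 min at room temperature. Nitrocefin was then added from an 800 uM solution, and hydrolysis was followed at 480 nm.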
Sm TGR inh = blocks Schistosoma mansoni thioredoxin glutathione reductase. Q962Y6. purified TGR, DTNB reduction, TNB absorbance 405 nm. Potency, µM (highest dose often 114 µM), for inactives: at the top dose activity change, negative = inhibition, usual class: inhibitors. 3% of 360,000 active. AID 485364; also: potency is read from the fitted curve at half-maximal effect; nearly all actives have a fitted effect of over 60% in size
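Kinetic colorimetric format: TGR-catalysed, NADPH-driven DTNB reduction monitored via TNB absorbance. Enzyme dispensed at 20 nM; compound exposure 15 min at room temperature before reaction start.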
AMA1 RON2 block = inhibitors of Plasmodium falciparum AMA1-RON2 interaction. AlphaScreen AMA1-biotinylated RON2 peptide binding. Potency, µM (highest dose often 58.2 µM), for the others: at the top dose activity change, negative = inhibition, actives largely listed as inhibitors. 0.2% of 360,000 active. AID 720542;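 also: potency is read from the fitted curve at half-maximal effect; 0% = vehicle wells and -100% = peptide control; nearly all actives have a fitted effect of over 45% in size; some results filed as inactive show a strong effect at the top dose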
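AMA1 (3D7) with his tag at 25 nM final met compounds first, then biotinylated RON2 peptide at 25 nM; detection used donor plus acceptor beads, 10 µg/mL apiece, read by AlphaScreen after 30 min at room temperature.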
Giardia FBPA inh = Giardia lamblia aldolase inhibition. purified Giardia FBPA. Potency, µM (doses to about 59.6 µM), inactives show top-dose activity, negative = inhibition, most hits filed as inhibitors. 0.71% of 290,000 active. AID 2451; also: potency is read from the fitted curve at half-maximal effect; nearly all actives have a fitted effect of over 55% in size
Target sequence (A8B2U2 whole entry, looked up): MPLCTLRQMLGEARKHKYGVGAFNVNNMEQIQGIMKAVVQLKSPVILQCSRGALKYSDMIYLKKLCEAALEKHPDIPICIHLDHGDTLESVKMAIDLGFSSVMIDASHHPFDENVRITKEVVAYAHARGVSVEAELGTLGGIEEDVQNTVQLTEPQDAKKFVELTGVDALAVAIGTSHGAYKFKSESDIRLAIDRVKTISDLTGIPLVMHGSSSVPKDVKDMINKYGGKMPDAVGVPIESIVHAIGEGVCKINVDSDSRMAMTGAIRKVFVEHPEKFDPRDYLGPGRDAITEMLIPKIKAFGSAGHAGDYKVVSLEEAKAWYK
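40 nM FBPA preincubated 10 min at RT with compound (up to 57.5 uM final), then substrate plus GAPDH/TPI/NAD/arsenate coupling and diaphorase/resazurin added. Fluorescence read after 20 min at RT, 525/598 nm.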
AmpC no deterg = inhibitors of E. coli AmpC beta-lactamase without detergent; P00811; AID 485341; Potency, µM (top dose mostly 57.1 µM), inactives show at the highest dose activity change, negative = inhibition, actives largely listed as inhibitors; 0.52% of 330,000 active; AmpC nitrocefin hydrolysis, absorbance 480 nm, 0.0001% Triton;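 also: potency is read from the fitted curve at half-maximal effect; plate controls were no compound for no effect and no enzyme for full effect; nearly all actives have a fitted effect of over 20% in size; some results filed as inactive show a strong effect at the top dose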
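20 mM phosphate pH 7.0 + 0.01% (detergent screen) or 0.0001% Triton X-100; 5.3 nM AmpC reagent; cpd preinc 15 min RT; nitrocefin (800 uM stock) to start; A480 q20 s × 4 min; Activity was normalised to no-enzyme and no-compound control wells.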
* marks the source's active call; other numbers are inactive results; ? = inconclusive; . = not tested or not shown; [ ] = remark or other dose. Unless noted, calls follow the shape of the dose curve; as a rule, active = well fitted curve in the direction sought with a large enough effect; inconclusive = small, poorly fitted or top-dose-only effect, or another doubt; inactive = no such curve, though single readings can be large; an effect the other way counts as inactive or inconclusive. Unless noted, % is scaled to controls: 0 for no effect and ±100 for the full control effect.

Molecule | HCMV inh | AmpC detergent | Sm TGR inh | AMA1 RON2 block | Giardia FBPA inh | AmpC no deterg
Cc1c(C(=O)N(Cc2ccccc2)C(C)C)cnn1-c1ccccc1 | -38 | 6% | -1% | -1% | 5% | 23%
Nc1ccc(Nc2nc3ccccc3[nH]2)cc1 | 12 | -12% | 0% | 35%[activator] | -25% | -33%
CCN(C(=O)CSc1ncccn1)C1CCS(=O)(=O)C1 (stereo unspecified) | 59 | ? | 0% | -4% | . | -2%
Cc1ccc(CN(C(=O)c2cccs2)C2CCS(=O)(=O)C2)cc1 (stereo unspecified) | -1 | 1% | -7% | -1% | . | 323%[activator]
Cc1ccc(S(=O)(=O)NNC(=O)CCC(=O)Nc2ccc(C)cc2C)cc1 | -28 | ? | 2% | 59%[activator] | -1% | -22%
O=C(N/N=C/c1ccc(C(=O)O)cc1)C1=NNC(c2ccccc2)(c2ccccc2)C1 | -9 | 4% | . | 6% | -11% | -13%
O=C(CCSc1ccc(Cl)c(Cl)c1)NC12CC3CC(CC(C3)C1)C2 | 31 | 3% | -3% | 27% | -1% | -24%
COc1ccc(-c2nc(C)c(CCNS(=O)(=O)c3ccc(F)cc3)s2)cc1OC | 4 | 5% | 5% | . | . | .
CSc1nc2ccc(NS(=O)(=O)c3ccc(Cl)s3)cc2s1 | 15 | ? | -20% | -1% | -21% | -40%
CC1=C(C(=O)Nc2ccc(C(=O)N3CCN(c4ccccc4F)CC3)cc2)SCCO1 | 0 | -6% | -4% | -10% | . | 70%[activator]
CCCCc1nc2ccccc2c(=O)n1NC(=O)c1c(O)c2cccc3c2n(c1=O)CC3 | 92 | -13% | -8% | 6% | 0% | -9%
O=C(NC1CCN(S(=O)(=O)c2ccc(Cl)cc2)CC1)C1CCCCC1 | -27 | -10% | 2% | 10% | 14% | 0%
CCn1c2c(c(=O)n3ncc(C(=O)N4CCN(c5ccc(Cl)cc5)CC4)c13)CN(Cc1ccc(OC)cc1)CC2 | ? | 4% | -1% | . | . | .
Cc1ccc(OCCNc2ccc(C(F)(F)F)cc2[N+](=O)[O-])cc1 | 22 | ? | -6% | -6%[2.32 µM] | 0% | -16%
CCCCc1c(O)c2ccccc2n(CCCC)c1=O | 9 | -12% | 0% | 5% | -22% | -16%

(continued)
Molecule | HCMV inh | AmpC detergent | Sm TGR inh | AMA1 RON2 block | Giardia FBPA inh | AmpC no deterg
O=[N+]([O-])c1ccc(N2CCN(Cc3ccc([N+](=O)[O-])o3)CC2)cc1 | -10 | ? | ? | ? | ? | -8%
Cc1cnc([N+](=O)[O-])n1CCOC(=O)NC(=O)c1cccc(F)c1 | -28 | 0% | -7% | -11% | 4% | -8%
Cc1ccc(C)c(N2CCN(S(=O)(=O)c3ccc4[nH]c5c(c4c3)CCCCC5)CC2)c1 | -20 | 2% | 2% | . | . | .
CCOC(=O)C(=O)Nc1ccc(OCc2ccccc2)cc1 | -18 | -2% | 0% | 9% | 1% | -9%
CCOC(=O)c1ccccc1NC(=O)CSc1ccccc1 | ? | -8% | -4% | 41%[activator] | 5% | -18%
COc1ccc(N(C(=O)c2csnn2)C(C(=O)NC2CCCC2)c2ccccc2)cc1 (stereo unspecified) | 2 | 3% | 11% | 4% | 1% | 27%
Cc1cc(NC(=O)c2cncc(Br)c2)ccc1NC(=O)c1cc2ccccc2o1 | 30 | ? | -2% | -18% | -1% | -10%
CCOc1ccc(C(=O)NNC(=O)c2cc(S(=O)(=O)N3CCOCC3)ccc2Cl)cc1 | 43 | -9% | -19% | 56%[activator][11.6 µM] | . | -22%
CN(C)c1ccc(NC(=O)CSc2nnc(-c3cccs3)n2Cc2ccco2)cc1 | -36 | -8% | -30% | ? | 1% | -11%
CN(C)N1C(N)=C(C#N)C(c2ccsc2)C2=C1CC(C)(C)CC2=O (stereo unspecified) | -29 | ? | -16% | 9% | -5% | -8%
Cc1ccc2c(c1)c1c3n2CCN(CCC(=O)O)C3CCC1 (stereo unspecified) | 20 | 5% | -4% | -15% | 1% | -8%
Cn1c(O)c(C=NC2C(=O)C3(C)CCC2C3(C)C)c(=O)n(C)c1=O (stereo unspecified) | 30 | 19% | 21% | 6% | ? | -48%
CCN(C(=O)CCS(=O)(=O)c1cc2c(cc1Cl)NC(=O)CO2)c1ccccc1 | -18 | -6% | 6% | -4% | -6% | -24%
COc1ccc(-c2nnnn2-c2ccc(F)cc2F)cc1 | -10 | -3% | 1% | 42%[activator] | -3% | -41%
CCS(=O)(=O)N1CCCC(C(=O)NCCN(C)Cc2ccccc2)C1 (stereo unspecified) | -18 | -8% | -1% | 7% | -1% | -16%

Additional results follow.
Molecule | HCMV inh | AmpC detergent | Sm TGR inh | AMA1 RON2 block | Giardia FBPA inh | AmpC no deterg
Cc1ccc(S(=O)(=O)N(C)C)cc1NC(=S)NC(=O)C12CC3CC(CC(C3)C1)C2 | -63* | -16% | -14% | 18% | -5% | -20%
Cc1[nH]c2ccccc2c1C(=O)CN1CC=C(c2ccccc2)CC1 | -26 | -7% | -5% | 1% | -18% | -26%
O=C(N/N=C/c1ccc(O)cc1O)C(=O)N/N=C/c1ccc(O)cc1O | 0 | ? | 11% | ? | -12% | -43%
Cc1c(Cl)cn2c(=O)cc(CN(C)Cc3nc4ccccc4c(=O)[nH]3)nc2c1Cl | . | -2% | -28% | . | -21% | -9%
Cc1ccc(S(=O)(=O)Nc2cccc(C(=O)NCc3ccc(S(N)(=O)=O)cc3)c2)cc1 | 7 | -4% | 5% | 0% | 10% | -56%
O=c1cc2nc(-c3ccccc3)nc(SCc3cccc(Br)c3)n2[nH]1 | 7 | 0% | 5% | . | . | .
Cc1nn(C(C)C(=O)N2CCc3ccccc32)c(C)c1[N+](=O)[O-] (stereo unspecified) | -1 | ? | -12% | 0% | . | -8%
CCOc1cc(/C=C2/C(=N)N3OC(C)=CC3=NC2=O)ccc1OC(=O)c1ccco1 | 32 | -1% | -8% | 13% | -8% | -31%
CCCN1C(=O)C(NC(=O)c2ccncc2)(C(F)(F)F)C2=C1CC(C)(C)CC2=O (stereo unspecified) | 13 | ? | 0% | -3% | -3% | 15%
Cc1nn(C(=O)c2nn(C)cc2[N+](=O)[O-])c(C)c1Cl | -29 | 1% | 4% | -6% | 0% | -25%
CN(C)S(=O)(=O)N(CC(=O)NCCSCc1ccccc1Cl)c1ccccc1 | -13 | 1% | 10% | . | . | .
CCOC(=O)c1cc(C#N)c(N2CCN(c3ccccn3)CC2)nc1-c1ccccc1 | -29 | -8% | 15% | 52%[activator] | 0% | -12%
CCC1(c2ccc(Cl)cc2)NC(=O)N(CC(=O)NC2(C#N)CCCCC2)C1=O (stereo unspecified) | 5 | . | . | -4% | . | -3%
CCc1ccc(N2C(=O)CSC23C(=O)N(Cc2cccc(OC)c2)c2ccccc23)cc1 (stereo unspecified) | -12 | 25% | 10% | . | . | .
CCOc1ccc(CCNC(=O)COC(=O)c2cccs2)cc1OCC | -11 | 8% | -6% | 0% | . | 4%

(more compounds)
Molecule | HCMV inh | AmpC detergent | Sm TGR inh | AMA1 RON2 block | Giardia FBPA inh | AmpC no deterg
Cc1cccc(-n2cnc(C(=O)O)c2)n1 | -6 | 1% | -1% | -9% | 20µM* | -13%
CCCNC(=O)c1c(O)c2cccc3c2n(c1=O)CCC3 | -17 | 5% | 10% | 12% | 1% | -5%
CCc1ccc(C(O)(CNCc2ccccc2)c2ccccc2)cc1 (stereo unspecified) | 93 | 1% | 1% | 19% | -1% | -4%
Cc1ccc(C2(C)NC(=O)N(CC(=O)NC3CCCCC3)C2=O)cc1 (stereo unspecified) | -33 | 2% | 4% | 1% | . | -14%
Cc1ccccc1Cn1c(=O)n(CC2CCC(C(=O)N3CCOCC3)CC2)c(=O)c2sccc21 (stereo unspecified) | -4 | 4% | -10% | . | . | .
Cc1ccc(CC(CC(=O)O)C(=O)Nc2ccc(Cl)cc2)cc1 (stereo unspecified) | 35 | 4% | 9% | 0% | 17% | -14%
O=C(NCC1CCCCC1)c1cc(S(=O)(=O)N2CCCCC2)ccc1N1CCOCC1 | -5 | -4% | -2% | -17% | 3% | 108%[activator]
COc1cccc(C2C=C(c3ccc(C)cc3)Nc3c(C(=O)Nc4ccc(F)cc4)cnn32)c1OC (stereo unspecified) | -21 | -7% | 1% | . | . | .
COc1cc(S(=O)(=O)NCCc2c(C)[nH]c3ccccc23)c(C)cc1C | -103* | 0% | 3% | . | . | .
CC(C)(C)OC(=O)N1CCC(c2nnc(SCc3ccccc3Cl)o2)CC1 | -21 | 3% | -14% | . | . | .
CCC1CCCCN1C(=O)Cn1c(=O)n(CCCCCC(=O)NCc2ccccc2Cl)c(=O)c2sccc21 (stereo unspecified) | 2 | 22% | -7% | . | . | .
COc1ccc(C2/C(=C(\O)c3ccc4c(c3)CC(C)O4)C(=O)C(=O)N2Cc2cccnc2)c(OC)c1 (stereo unspecified) | -19 | 2% | -4% | 15% | . | -12%
COc1ccc(-c2nnn(CC(=O)N(Cc3ccco3)C(C(=O)NCC3CCCO3)c3ccco3)n2)cc1 (stereo unspecified) | -26 | -4% | -32% | -6% | -7% | 55%
O=C(CSc1nc(=O)n(CCCN2CCOCC2)c2c1CCCC2)Nc1ccc(Cl)cc1 | -34 | -14% | -1% | 11% | . | 264%[activator]
CCCC/C(O)=C1\C(=O)CCCC1=NCCc1c(C)[nH]c2ccccc12 | 0 | 0% | 13% | -20% | -3% | 23%
Cc1ccc(N2CC(NC(=O)CCCc3ccccc3)CC2=O)cc1 (stereo unspecified) | -22 | 2% | -3% | . | . | .
Cc1[nH][nH]c(=O)c1C(c1ccc(-c2ccccc2C(=O)O)o1)c1c(C)[nH][nH]c1=O | 3 | -1% | ? | -2% | 7.9µM* | -22%

Screens (PubChem)
